# INS-1E ATP HTS = INS-1E beta cell protection from cytokine death; INS-1E cytokine-induced death, ATP luminescence, 48 h; normalised: neutral wells 0, positive control 100; protection from cytokine-induced ATP loss, % at 10 µM; 20,000 tested, 0.1% active;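 active = mean replicate protection from cytokine-induced ATP loss at least 50% and at least 75% of replicates each reaching 50%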
#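 Test system: INS-1E rat cells | Quantity: 8000 cells per well | Medium: Phenol-red-free RPMI with 5% fetal bovine serum | Reagent: Cytokine cocktail of IFN-γ, TNF-α and IL-1β | Doses: One compound concentration, pin transfer | Timing: 48 h co-treatment, 10 min post-lysis read | Technique: Luminescent ATP assay (CellTiter-Glo)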
# T cruzi HTS = inhibitors of intracellular Trypanosoma cruzi | intracellular Trypanosoma cruzi in host cells, plate reader | activity score (inhibition), % at 5.01 µM | 22,000 tested, 4.9% active | AID 651903; in the data active = activity score above about 55%;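 note: parasites and compound incubated about four days before reading; 0% = median of neutral control wells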
# An asterisk follows results filed as active; . = no result given. An unsorted share of the library. About 5.1% of those tested had a hit in this group.
SMILES,INS-1E ATP HTS,T cruzi HTS
COc1ccc(NC(=O)N(C)C[C@@H]2Oc3ccc(NC(=O)NC(C)C)cc3C(=O)N([C@H](C)CO)C[C@H]2C)cc1,3,-1
O=C(N/N=C/c1ccccc1Br)c1ccccc1O,4,-22
C[C@@H]1CN([C@H](C)CO)C(=O)Cc2cc(NS(=O)(=O)c3cn(C)cn3)ccc2O[C@H]1CN(C)S(=O)(=O)c1ccc(Cl)cc1,-10,23
C[C@H](CO)N1C[C@H](C)[C@H](CN(C)S(=O)(=O)c2ccccc2)Oc2ccc(NC(=O)Nc3ccc(C(F)(F)F)cc3)cc2CC1=O,-68,77*
COc1ccc(NC(=O)Nc2ccc3c(c2)CC(=O)N([C@@H](C)CO)C[C@@H](C)[C@@H](CN(C)S(=O)(=O)c2c(C)noc2C)O3)cc1,9,8
C[C@@H]1CN([C@H](C)CO)C(=O)c2cc(NS(=O)(=O)c3ccccc3)ccc2O[C@@H]1CN(C)Cc1ccc(-c2ccccc2)cc1,-28,66*
C[C@H]1CN([C@@H](C)CO)C(=O)c2cccc(NS(=O)(=O)c3cccs3)c2O[C@H]1CN(C)Cc1ccc(Oc2ccccc2)cc1,-11,13
C[C@@H]1CN([C@@H](C)CO)C(=O)c2cc(NC(=O)Nc3ccc4c(c3)OCO4)ccc2O[C@@H]1CN(C)Cc1ccc(C(F)(F)F)cc1,.,68*
C[C@@H]1CN([C@@H](C)CO)C(=O)c2cc(NC(=O)Cc3ccccc3)ccc2O[C@@H]1CN(C)CC1CCCCC1,.,-2
COc1ccc(S(=O)(=O)Nc2cccc3c2O[C@@H](CN(C)C(=O)NC2CCCCC2)[C@@H](C)CN([C@@H](C)CO)C3=O)cc1,-1,0
C[C@H](CO)N1C[C@H](C)[C@H](CN(C)C(=O)Nc2ccccc2)Oc2ncc(C#Cc3cccc(F)c3)cc2C1=O,-13,30
C[C@@H]1CN([C@@H](C)CO)C(=O)c2cccc(N(C)C)c2O[C@@H]1CN(C)Cc1ccncc1,1,-20
C[C@@H]1CCCCO[C@@H](CN(C)C(=O)c2ccccc2)[C@@H](C)CN([C@H](C)CO)C(=O)c2cc(NC(=O)Nc3ccc(F)cc3)ccc2O1,6,-7
C[C@@H]1CN([C@H](C)CO)C(=O)c2cc(NS(=O)(=O)c3cccs3)ccc2O[C@@H]1CN(C)Cc1ccc(C(F)(F)F)cc1,-5,7
C[C@@H]1CN([C@H](C)CO)C(=O)Cc2cc(NC(=O)Cc3cn(C)c4ccccc34)ccc2O[C@@H]1CN(C)C(=O)Nc1ccc(C(F)(F)F)cc1,7,0
C[C@H](CO)N1C[C@H](C)[C@H](CN(C)C(=O)Nc2ccc3c(c2)OCO3)Oc2ncc(C#Cc3ccccc3)cc2C1=O,.,69*
CC(C)NC(=O)N(C)C[C@@H]1Oc2ccc(NC(=O)Nc3cccc4ccccc34)cc2C(=O)N([C@H](C)CO)C[C@@H]1C,.,9
O=C(NO)c1ccc(C(=O)N/N=C/c2cccc(Oc3ccccc3)c2)cc1,5,3
C[C@@H]1CN([C@H](C)CO)C(=O)c2cc(N(C)C)ccc2O[C@H]1CN(C)Cc1ccc(Cl)c(Cl)c1,-56,45
COc1ccc(CN(C)C[C@H]2Oc3ccc(NS(=O)(=O)c4ccc(C)cc4)cc3C(=O)N([C@@H](C)CO)C[C@H]2C)cc1,-6,2
CNC[C@@H]1Oc2ccc(NC(=O)C3CCCCC3)cc2CC(=O)N([C@@H](C)CO)C[C@@H]1C,9,-38
C[C@@H]1CN([C@@H](C)CO)C(=O)Cc2cc(NC(=O)Cc3ccccc3)ccc2O[C@@H]1CN(C)S(=O)(=O)c1cccs1,1,9
COC(=O)CCCCCCC(=O)N/N=C/c1coc2ccccc2c1=O,11,-4
C[C@@H]1CN([C@@H](C)CO)C(=O)c2cccc(NC(=O)c3cnccn3)c2O[C@@H]1CN(C)Cc1ccc(Oc2ccccc2)cc1,-28,1
COc1ccc(NC(=O)N(C)C[C@@H]2Oc3c(NS(C)(=O)=O)cccc3C(=O)N([C@@H](C)CO)C[C@H]2C)cc1,5,-7

# Next part
SMILES,INS-1E ATP HTS,T cruzi HTS
C[C@@H]1CN([C@H](C)CO)C(=O)c2cccc(NC(=O)Nc3ccc4c(c3)OCO4)c2O[C@@H]1CN(C)C(=O)NC1CCCCC1,4,19
C[C@H](CO)N1C[C@H](C)[C@H](CN(C)Cc2ccc(C(=O)O)cc2)Oc2ccc(NC(=O)Cc3cn(C)c4ccccc34)cc2C1=O,.,-16
C[C@H](CO)N1C[C@H](C)[C@H](CN(C)Cc2ccc(C(=O)Nc3ccccc3N)cc2)Oc2ccc(NC(=O)Cn3cnnn3)cc2CC1=O,-14,12
C[C@H](CO)N1C[C@H](C)[C@@H](CN(C)Cc2ccc(C(=O)O)cc2)Oc2c(NC(=O)Nc3ccc(F)cc3)cccc2C1=O,1,-9
Cc1noc(C)c1NC(=O)N(C)C[C@@H]1Oc2ccc(NC(=O)Cc3cn(C)c4ccccc34)cc2CC(=O)N([C@H](C)CO)C[C@H]1C,7,-13
C[C@@H]1CN([C@H](C)CO)C(=O)CCCn2nncc2CO[C@@H]1CN(C)C(=O)CCC(F)(F)F,5,-21
C[C@H]1CN([C@@H](C)CO)C(=O)c2cccc(NC(=O)Nc3ccc4c(c3)OCO4)c2O[C@H]1CN(C)Cc1ccc(Oc2ccccc2)cc1,-9,37
C[C@@H]1CN([C@@H](C)CO)C(=O)c2cccc(NC(=O)Nc3ccc4c(c3)OCO4)c2O[C@H]1CN(C)Cc1ccncc1,8,12
Cc1cc(C(=O)Nc2cccc3c2O[C@@H](CN(C)Cc2ccc(Oc4ccccc4)cc2)[C@@H](C)CN([C@@H](C)CO)C3=O)n(C)n1,-17,-26
O=C(O)CCCCCC(=O)N/N=C/c1cc(F)ccc1O,4,-12
COc1ccc(CN(C)C[C@H]2Oc3ccc(NC(=O)C4CCCCC4)cc3CC(=O)N([C@H](C)CO)C[C@H]2C)cc1,-6,-1
COc1ccc(S(=O)(=O)Nc2ccc3c(c2)C(=O)N([C@@H](C)CO)C[C@H](C)[C@@H](CN(C)S(=O)(=O)c2ccc(F)cc2)O3)cc1,.,-7
Cc1cccc(CN(C)C[C@@H]2OCc3cnnn3CCCC(=O)N([C@@H](C)CO)C[C@@H]2C)c1,.,-7
C[C@H]1CN([C@@H](C)CO)C(=O)CCCn2cc(nn2)CO[C@H]1CN(C)Cc1ccccc1C(F)(F)F,.,1
C[C@H]1CN([C@@H](C)CO)C(=O)CCCn2cc(nn2)CO[C@@H]1CN(C)Cc1ccc2cccnc2c1,2,-9
COc1ccc(CN(C)C[C@@H]2Oc3c(NC(=O)Nc4ccc(F)cc4)cccc3C(=O)N([C@H](C)CO)C[C@H]2C)cc1,-10,5
C[C@H](CO)N1C[C@H](C)[C@@H](CN(C)Cc2ccc(Oc3ccccc3)cc2)Oc2c(NC(=O)Nc3ccc4c(c3)OCO4)cccc2C1=O,-46,28
Cc1noc(C)c1NC(=O)N(C)C[C@@H]1Oc2c(NC(=O)Nc3ccccc3)cccc2C(=O)N([C@@H](C)CO)C[C@H]1C,4,-33
C[C@@H]1CN([C@H](C)CO)C(=O)c2cc(NS(=O)(=O)c3ccccc3)ccc2O[C@H]1CN(C)S(=O)(=O)c1cn(C)cn1,1,-6
COC(=O)N(C)C[C@H]1OCc2cnnn2CCCC(=O)N([C@@H](C)CO)C[C@@H]1C,.,-3
C[C@H]1CN([C@@H](C)CO)C(=O)c2cc(NS(=O)(=O)c3ccc(F)cc3)ccc2O[C@H]1CN(C)C,-9,-11
COc1ccc(NC(=O)N(C)C[C@H]2Oc3c(NC(=O)Nc4ccccc4)cccc3C(=O)N([C@H](C)CO)C[C@@H]2C)cc1,1,12
C[C@H]1CN([C@@H](C)CO)C(=O)c2cccc(NC(=O)Nc3ccc4c(c3)OCO4)c2O[C@H]1CN(C)S(=O)(=O)c1ccc(F)cc1,2,-13
C[C@H](CO)N1C[C@H](C)[C@@H](CN(C)C(=O)NC2CCCCC2)Oc2c(NC(=O)Nc3cccc4ccccc34)cccc2C1=O,-11,15
COc1ccc(S(=O)(=O)Nc2ccc3c(c2)C(=O)N([C@H](C)CO)C[C@H](C)[C@H](CN(C)C(=O)NC(C)C)OCCCC[C@@H](C)O3)cc1,-2,-19

# (further entries)
SMILES,INS-1E ATP HTS,T cruzi HTS
Cc1ccc(S(=O)(=O)N(C)C[C@H]2Oc3ccc(NS(=O)(=O)c4cccs4)cc3CC(=O)N([C@@H](C)CO)C[C@H]2C)cc1,8,6
C[C@H]1CN([C@@H](C)CO)C(=O)c2cc(NC(=O)NC3CCCCC3)ccc2O[C@@H]1CN(C)S(=O)(=O)c1cccs1,1,11
COc1ccc(NC(=O)N(C)C[C@@H]2Oc3ccc(N(C)C)cc3C(=O)N([C@H](C)CO)C[C@H]2C)cc1,9,-16
COc1ccc(NC(=O)Nc2cccc3c2O[C@@H](CN(C)S(C)(=O)=O)[C@H](C)CN([C@@H](C)CO)C3=O)cc1,8,-11
C[C@@H]1CN([C@@H](C)CO)C(=O)c2cccc(NC(=O)CCCCCC(=O)Nc3ccccc3N)c2O[C@H]1CN(C)Cc1ccccc1,19,72*
COc1ccc(S(=O)(=O)N(C)C[C@@H]2Oc3ccc(NC(=O)Cc4ccccc4)cc3C(=O)N([C@H](C)CO)C[C@@H]2C)cc1,1,13
C[C@H]1CN([C@@H](C)CO)C(=O)Cc2cc(NS(=O)(=O)c3cccs3)ccc2O[C@@H]1CN(C)Cc1ccc(Cl)c(Cl)c1,-5,33
CC(C)NC(=O)Nc1ccc2c(c1)C(=O)N([C@@H](C)CO)C[C@@H](C)[C@@H](CN(C)C(=O)Nc1ccc3c(c1)OCO3)O2,4,-25
C[C@H]1CN([C@@H](C)CO)C(=O)c2cccc(NC(=O)Nc3ccc(C(F)(F)F)cc3)c2O[C@H]1CN(C)Cc1ccc(C(=O)O)cc1,2,-25
CC(C)NC(=O)N(C)C[C@@H]1Oc2ccc(NC(=O)C3CCCCC3)cc2C(=O)N([C@H](C)CO)C[C@@H]1C,-2,-6
C[C@@H]1CN([C@H](C)CO)C(=O)Cc2cc(NS(=O)(=O)c3ccc(Cl)cc3)ccc2O[C@H]1CN(C)C(=O)Nc1ccc(F)cc1,1,-7
C[C@H](CO)N1C[C@H](C)[C@H](CN(C)Cc2ccc(Cl)c(Cl)c2)Oc2c(NC(=O)CCCCCC(=O)Nc3ccccc3N)cccc2C1=O,15,66*
Cc1noc(C)c1NC(=O)N(C)C[C@H]1Oc2c(NC(=O)NC3CCCCC3)cccc2C(=O)N([C@@H](C)CO)C[C@H]1C,3,-11
C[C@@H]1CN([C@@H](C)CO)C(=O)c2cccc(NS(=O)(=O)c3ccc(Cl)cc3)c2O[C@@H]1CN(C)Cc1ccc(-c2ccccc2)cc1,-73,63*
Cc1noc(C)c1NC(=O)N(C)C[C@H]1Oc2ccc(NC(=O)CCN3CCOCC3)cc2CC(=O)N([C@@H](C)CO)C[C@@H]1C,2,-15
C[C@H](CO)N1C[C@H](C)[C@H](CN(C)CC2CCCCC2)Oc2ccc(NC(=O)CCN3CCOCC3)cc2CC1=O,-6,-39
C[C@@H]1CN([C@H](C)CO)C(=O)c2cccc(NC(=O)C3CC3)c2O[C@H]1CN(C)S(=O)(=O)c1cccs1,3,1
COc1ccc(NC(=O)N(C)C[C@H]2OCCCC[C@@H](C)Oc3ccc(NS(=O)(=O)c4cn(C)cn4)cc3C(=O)N([C@H](C)CO)C[C@@H]2C)cc1,9,-30
C[C@H]1CN([C@@H](C)CO)C(=O)c2cc(NC(=O)C3CC3)ccc2O[C@H]1CN(C)S(=O)(=O)c1cn(C)cn1,9,-12

# Compound profiles, from the list above:
# `COc1ccc(S(=O)(=O)N(C)C[C@@H]2Oc3ccc(NC(=O)Cc4ccccc4)cc3C(=O)N([C@H](C)CO)C[C@@H]2C)cc1` as listed: INS-1E ATP HTS = 1; T cruzi HTS = 13
# `C[C@@H]1CN([C@H](C)CO)C(=O)c2cccc(NC(=O)C3CC3)c2O[C@H]1CN(C)S(=O)(=O)c1cccs1` as listed: INS-1E ATP HTS = 3; T cruzi HTS = 1

# Structures shown so far that contain a thiophene ring, fused or not:
SMILES,INS-1E ATP HTS,T cruzi HTS
C[C@H]1CN([C@@H](C)CO)C(=O)c2cccc(NS(=O)(=O)c3cccs3)c2O[C@H]1CN(C)Cc1ccc(Oc2ccccc2)cc1,-11,13
C[C@@H]1CN([C@H](C)CO)C(=O)c2cc(NS(=O)(=O)c3cccs3)ccc2O[C@@H]1CN(C)Cc1ccc(C(F)(F)F)cc1,-5,7
C[C@@H]1CN([C@@H](C)CO)C(=O)Cc2cc(NC(=O)Cc3ccccc3)ccc2O[C@@H]1CN(C)S(=O)(=O)c1cccs1,1,9
Cc1ccc(S(=O)(=O)N(C)C[C@H]2Oc3ccc(NS(=O)(=O)c4cccs4)cc3CC(=O)N([C@@H](C)CO)C[C@H]2C)cc1,8,6
C[C@H]1CN([C@@H](C)CO)C(=O)c2cc(NC(=O)NC3CCCCC3)ccc2O[C@@H]1CN(C)S(=O)(=O)c1cccs1,1,11
C[C@H]1CN([C@@H](C)CO)C(=O)Cc2cc(NS(=O)(=O)c3cccs3)ccc2O[C@@H]1CN(C)Cc1ccc(Cl)c(Cl)c1,-5,33
C[C@@H]1CN([C@H](C)CO)C(=O)c2cccc(NC(=O)C3CC3)c2O[C@H]1CN(C)S(=O)(=O)c1cccs1,3,1

# Screens: PubChem BioAssay, Broad Institute
